Hsp90 Hop PPI – changes Hsp90-Hop TPR2A binding signal, up or down | AlphaScreen TPR2A-His6 binding biotin-Hsp90 C-terminal peptide | Potency, µM (top dose mostly 57 µM), without a hit: at the highest dose activity change, negative = inhibition | hit rate 0.44% among 71,000; active = well fitted curve in either direction with a large enough effect; inconclusive = small, poorly fitted or top-dose-only effect, or another doubt; also: potency is read from the fitted curve at half-maximal effect; % is scaled to controls: 0 for no effect and ±100 for the full control effect; many of its hits are not listed in these tables
Pol III holo inh – DNA polymerase III holoenzyme inhibition. reconstituted DNA polymerase III holoenzyme replication, biochemical. hit rate 0.25% among 71,000. AID 603. Potency, µM (titrated, usually from 57.1 µM), without a hit: top-dose activity change, negative = inhibition; also: potency is read from the fitted curve at half-maximal effect; % is scaled to controls: 0 for no effect and ±100 for the full control effect
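Reconstituted *E. coli* holoenzyme (0.35 nM Pol III, 1 nM beta, 154 nM SSB, 2 nM primase) was preincubated with compound for 15 min at RT. Synthesis on 1.4 nM ssM13Gori ran 35 min, then was stopped with PicoGreen/EDTA and read as dsDNA fluorescence.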
BRCT PPI green – inhibitors of human BRCA1 BRCT-phosphoprotein interaction (green fluorophore); P38398; BRCA1 BRCT-phosphopeptide binding, green fluorescence polarization; Potency, µM (doses to about 76.9 µM), for inactives: at the highest dose activity change, negative = inhibition, actives largely listed as inhibitors; hit rate 0.05% among 75,000;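 also: potency is read from the fitted curve at half-maximal effect; plate controls were peptide without protein for full effect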
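Fluorescence polarization: His-tagged BRCT (~35 kDa BRCA1 C-terminus, 250 nM) bound to 100 nM fluorescein-labeled phosphorylated 10-aa BACH1 peptide, pH 7.3 phosphate buffer with DTT and Tween 20. Compounds incubated 12 min at room temperature; inhibition read as lowered polarization.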
HADH2 inh – HADH2 (human) dehydrogenase inhibition. hit rate 3.4% among 73,000. Q99714. AID 886. recombinant HADH2, NADH fluorescence, beta-hydroxybutyryl-CoA. Potency, µM (top dose mostly 57.1 µM), inactives show top-dose activity change, negative = inhibition, hits mostly inhibitors; also: potency is read from the fitted curve at half-maximal effect; % is scaled to controls: 0 for no effect and ±100 for the full control effect; nearly all actives have a fitted effect of over 60% in size; many of its hits are not listed in these tables
Target sequence (Q99714 whole entry, looked up, one chain of several): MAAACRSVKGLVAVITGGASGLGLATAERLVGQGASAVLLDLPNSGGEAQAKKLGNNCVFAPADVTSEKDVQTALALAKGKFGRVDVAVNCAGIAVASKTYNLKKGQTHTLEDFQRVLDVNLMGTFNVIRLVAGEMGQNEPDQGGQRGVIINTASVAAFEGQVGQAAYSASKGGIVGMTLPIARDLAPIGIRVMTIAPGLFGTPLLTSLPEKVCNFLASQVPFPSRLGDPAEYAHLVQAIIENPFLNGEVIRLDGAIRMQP
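Activity measured as NADH fluorescence gain (360/450 nm), taken as the change between first and last reads of a 4-min kinetic run. Conditions: pH 9.0 Tris buffer, 20 nM E. coli-expressed His-tagged enzyme, 1 mM NAD+, 90 uM beta-hydroxybutyryl-CoA; 15-min compound preincubation.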
HBB splice mod – alters splicing of the hemoglobin beta chain | AID 925 | hit rate 0.06% among 65,000 | Potency, µM (top dose mostly 46.1 µM), without a hit: at the highest dose activation, actives largely listed as activators | HBB splicing reporter cell assay, activation; EGFP reporter with mutant IVS2-654 intron; response scale: normalised to 500 nM splice-correcting PNA; also: potency is read from the fitted curve at half-maximal effect; 0% is about no effect
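HeLa cells stably expressing EGFP interrupted by mutant beta-globin intron 2 (IVS2-654), 500/well in 2% FCS. Treated with compound for 2 days at 37C. Splicing correction scored as total well GFP intensity (488 nm excitation, 500-520 nm emission); 500 nM antisense PNA served as control.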
15-hLO inh – blocks human 15-lipoxygenase activity. Potency, µM (titrated, usually from 57.1 µM), without a hit: at the highest dose activity change, negative = inhibition, actives largely listed as inhibitors. P16050. hit rate 1.4% among 74,000. purified 15hLO-1, xylenol orange hydroperoxide absorbance. AID 887; also: potency is read from the fitted curve at half-maximal effect; % is scaled to controls: 0 for no effect and ±100 for the full control effect; nearly all actives have a fitted effect of over 55% in size
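Quantitative HTS in 25 mM Hepes pH 7.5 containing 0.01% Triton X-100: human 15hLO-1 at 40 nM, arachidonic acid at 50 uM, 6 min turnover. Product quantified via ferrous oxidation/xylenol orange, 573:405 nm absorbance ratio.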
Epigenetic mod – derepresses silenced GFP locus in mouse C127i cells; mouse C127i GFP locus derepression, cytometry, 30 h; hit rate 0.09% among 68,000; Potency, µM (doses to about 46.1 µM), inactives show top-dose GFP derepression (activation); also: % of control where 0% means no effect
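Locus derepression in mouse mammary C127i cells whose integrated CMV-GFP reporter is normally silent; GFP expression after 30 h compound treatment was quantified by counting fluorescent cells.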
USP2a inh – inhibitors of human ubiquitin-specific protease USP2a. USP2a enzymatic assay, qHTS inhibition. Potency, µM (titrated, usually from 38.3 µM), for the others: top-dose activity change, negative = inhibition, actives largely listed as inhibitors. hit rate 0.1% among 60,000. AID 927;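 also: potency is read from the fitted curve at half-maximal effect; nearly all actives have a fitted effect of over 60% in size; plate controls were DMSO for no effect and NEM full inhibition control for full effect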
Target sequence (O75604 whole entry, looked up): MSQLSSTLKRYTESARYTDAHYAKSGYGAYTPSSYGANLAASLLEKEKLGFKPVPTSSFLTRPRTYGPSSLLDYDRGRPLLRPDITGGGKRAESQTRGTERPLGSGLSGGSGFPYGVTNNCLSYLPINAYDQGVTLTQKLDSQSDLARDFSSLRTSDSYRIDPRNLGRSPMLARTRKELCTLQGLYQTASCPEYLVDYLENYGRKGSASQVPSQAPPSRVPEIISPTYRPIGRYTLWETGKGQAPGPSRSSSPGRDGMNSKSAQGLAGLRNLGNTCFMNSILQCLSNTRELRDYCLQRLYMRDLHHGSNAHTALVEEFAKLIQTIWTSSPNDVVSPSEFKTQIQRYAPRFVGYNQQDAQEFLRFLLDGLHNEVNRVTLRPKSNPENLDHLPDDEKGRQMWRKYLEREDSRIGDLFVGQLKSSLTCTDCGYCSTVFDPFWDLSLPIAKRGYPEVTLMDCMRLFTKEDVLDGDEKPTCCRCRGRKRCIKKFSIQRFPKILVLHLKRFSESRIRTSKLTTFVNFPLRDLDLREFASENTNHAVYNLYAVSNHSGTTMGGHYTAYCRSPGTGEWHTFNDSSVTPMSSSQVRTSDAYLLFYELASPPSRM
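Inhibition is measured in a cell-free coupled assay with 20 nM USP2 core, 20 nM Ub-PLA2 and 20 uM NBD C6-HPC, 2.5 h incubation. Activity normalized to NEM control.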
CRE Fsk mod – CRE-bla signaling modulation under forskolin stimulation. CHO CRE-bla reporter (cAMP response element driving beta-lactamase), forskolin EC10, beta-lactamase ratio. AID 662. Potency, µM (series often up to 38.2 µM), inactives show top-dose activity change, negative = inhibition, actives largely listed as activators. hit rate 2.5% among 71,000; active = well fitted activation curve with a large enough effect in the signal ratio, with a control signal flat, not every such curve was filed as active; inconclusive = small, poorly fitted or top-dose-only effect, or effect the other way, or a change in a side signal; the % refers to the signal ratio; also: potency is read from the fitted curve at half-maximal effect; % of control where 0% means no effect
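CHO CRE-bla cells, overnight plating in Opti-MEM with 0.5% dialyzed FBS; cpd titration + EC10 NKH 477, 3 h 37 °C; CCF4 2 h RT; ex 405/em 460 vs 530 ratio → %Activity, AC50.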
Ub-GFP proteasome – proteasome inhibitors stabilizing ubiquitin-GFP reporter. Ubiquitin-GFP reporter cells, proteasome inhibition, GFP fluorescence; response scale: untreated = 0%, 10 µM MG-132 = 100%. Potency, µM (titrated, usually from 45.9 µM), without a hit: top-dose activation (GFP accumulation), most hits filed as activators. 67,000 tested, under 10 active. AID 526; active = well fitted activation curve with a large enough effect, not every such curve was filed as active; inconclusive = small, poorly fitted or top-dose-only effect, or another doubt; inactive = no such curve, though single readings can be large or run the other way; also: potency is read from the fitted curve at half-maximal effect
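U2OS cells stably expressing ubiquitin(G76V)-GFP, seeded overnight in 0.5% FBS medium, were exposed to compounds (qHTS, 46 uM to 2.9 nM) for 4 hr at 37 °C. GFP-positive cells were counted by laser cytometry (488 ex/515 em), normalized between basal and 10 uM MG-132.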
BRCT PPI red – disrupts BRCA1 BRCT binding to phosphoprotein, red fluorophore readout; AID 892; P38398; hit rate 0.03% among 75,000; Potency, µM (highest dose often 76.9 µM), without a hit: top-dose activity change, negative = inhibition, actives largely listed as inhibitors; BRCT-phosphopeptide binding, red fluorescence polarization; also: % is scaled to controls: 0 for no effect and ±100 for the full control effect
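Rhodamine-labelled pBACH1 10-mer (100 nM) bound to BRCT domain (100 nM) at pH 7.3; compounds incubated 12 min room temperature, polarization read. Free peptide defines full inhibition; unlabelled decapeptide titrated as control.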
* = called active by the depositor; ? = inconclusive; . = no result given; ! = not confirmed by another sample; [ ] = remark or other dose. Unless noted, calls follow the shape of the dose curve; as a rule, active = well fitted curve in the direction sought with a large enough effect; inconclusive = small, poorly fitted or top-dose-only effect, or another doubt; inactive = no such curve, though single readings can be large; an effect the other way counts as inactive or inconclusive. Not all compounds are listed, so the mix of outcomes need not match the whole.

(1) Cc1ccc(CS(=O)(=O)Cc2ccc(C(=O)N3CCC4(CC3)OCCO4)o2)cc1
(2) COc1ccc(CN2CCN(C(=O)COc3cccc(C)c3)CC2)c(OC)c1
(3) CC[C@@]1(O)C(=O)OCc2c1cc1n(c2=O)Cc2cc3ccccc3nc2-1
(4) O=C(Cc1ccccc1)N1CCN(CC2CC=CCC2)CC1 (centres undefined)
(5) Cc1ccc(Cn2nnnc2CN2CCC(n3nnc4cc(C(F)(F)F)ccc43)CC2)cc1
(6) CC(=O)N1CN2CN(C(C)=O)CC(C(=O)c3ccccc3)(C2)C1
(7) C[C@@H](COc1ccccc1)N(CCCl)Cc1ccccc1
(8) CCCc1[nH]nc2c1C(CCC)C(C#N)=C(N)O2 (centres undefined)

Compound	1	2	3	4	5	6	7	8
Hsp90 Hop PPI	-18%	-1%	-1%	-1%	5%	-4%	2%[26 µM]	-3%
Pol III holo inh	4%	-2%	-7%	1%	?	-10%	-1%[25.6 µM]	-1%
BRCT PPI green	-1.9%	-1.8%	3.8%	0.3%	-0.4%	1.9%	0.0%[34.4 µM]	-1.8%
HADH2 inh	1%	3%	3.2µM*!	12%	2%	-3%	0%[25.6 µM]	?
HBB splice mod	-0.6%	.	3.7%[20.6 µM]	-0.7%	.	0.1%	-0.6%[20.6 µM]	.
15-hLO inh	5%	-10%	1%[25.6 µM]	-5%	-13%	4%	2%[25.6 µM]	-27%
Epigenetic mod	2%	3%	3%	3%	3%	-2%	2%[20.6 µM]	1%
USP2a inh	11%	-7%	-4%	3%	36%[activator]	0%	-1%[17.1 µM]	2%
CRE Fsk mod	?	3%	?	3%	?	3%	1%[17.1 µM]	-5%
Ub-GFP proteasome	6%	-7%	4%	7%	-6%	1%	4%[20.5 µM]	0%
BRCT PPI red	1.2%	0.5%	-3.8%	2.2%	0.4%	-0.1%	-0.2%[34.4 µM]	-0.9%

Compounds 2–8 of the list above:
(2) COc1ccc(CN2CCN(C(=O)COc3cccc(C)c3)CC2)c(OC)c1
(3) CC[C@@]1(O)C(=O)OCc2c1cc1n(c2=O)Cc2cc3ccccc3nc2-1
(4) O=C(Cc1ccccc1)N1CCN(CC2CC=CCC2)CC1 (centres undefined)
(5) Cc1ccc(Cn2nnnc2CN2CCC(n3nnc4cc(C(F)(F)F)ccc43)CC2)cc1
(6) CC(=O)N1CN2CN(C(C)=O)CC(C(=O)c3ccccc3)(C2)C1
(7) C[C@@H](COc1ccccc1)N(CCCl)Cc1ccccc1
(8) CCCc1[nH]nc2c1C(CCC)C(C#N)=C(N)O2 (centres undefined)

Compound	2	3	4	5	6	7	8
Hsp90 Hop PPI	-1%	-1%	-1%	5%	-4%	2%[26 µM]	-3%
Pol III holo inh	-2%	-7%	1%	?	-10%	-1%[25.6 µM]	-1%
BRCT PPI green	-1.8%	3.8%	0.3%	-0.4%	1.9%	0.0%[34.4 µM]	-1.8%
HADH2 inh	3%	3.2µM*!	12%	2%	-3%	0%[25.6 µM]	?
HBB splice mod	.	3.7%[20.6 µM]	-0.7%	.	0.1%	-0.6%[20.6 µM]	.
15-hLO inh	-10%	1%[25.6 µM]	-5%	-13%	4%	2%[25.6 µM]	-27%
Epigenetic mod	3%	3%	3%	3%	-2%	2%[20.6 µM]	1%
USP2a inh	-7%	-4%	3%	36%[activator]	0%	-1%[17.1 µM]	2%
CRE Fsk mod	3%	?	3%	?	3%	1%[17.1 µM]	-5%
Ub-GFP proteasome	-7%	4%	7%	-6%	1%	4%[20.5 µM]	0%
BRCT PPI red	0.5%	-3.8%	2.2%	0.4%	-0.1%	-0.2%[34.4 µM]	-0.9%

(further entries)
(9) O=C1C2CCCN2C(c2cccnc2)N1c1ccc(Cl)c(Cl)c1 (centres undefined)
(10) C#C[C@@]1(O)CC[C@@H]2[C@@H]3CCC4=CC(=O)CC[C@@]4(C)[C@H]3CC[C@]21C
(11) O=C(Oc1ccc([N+](=O)[O-])cc1)N1CCC(N2CCCCC2)CC1
(12) CC1(C)CN=C(Nc2nc3ccccc3s2)S1
(13) CCCC[C@@H]1C[C@H]1C(NP(=O)(c1ccccc1)c1ccccc1)c1ccc(Cl)cc1 (some centres undefined)
(14) C[C@@]12CC[C@H]3[C@@H](CCC4=C(O)C(=O)CC[C@]43C)[C@H]1CCC2=O
(15) O=c1[nH]c(=O)n(Cc2ccco2)c(O)c1C=NC1CC1
(16) c1ccc2c(CN3CCN(C4CCCCC4)CC3)c[nH]c2c1

Compound	9	10	11	12	13	14	15	16
Hsp90 Hop PPI	-1%	-3%[26 µM]	1%	1%	-8%	-11%	-4%	-3%
Pol III holo inh	-1%	-4%[25.6 µM]	0%	2%	-8%	0%	-4%	-3%
BRCT PPI green	-0.4%	-0.9%[34.4 µM]	-0.8%	-0.7%	.	-5.2%	-1.4%	-2.2%
HADH2 inh	15%	1%[25.6 µM]	9%	-22%	2%	-8%	-4%	-1%
HBB splice mod	-0.1%	0.7%[20.6 µM]	5.5%	-1.4%	0.3%	1.3%	2.4%[57.5 µM]	-0.7%
15-hLO inh	10%	3%[25.6 µM]	.	9%	.	-15%	-8%	4%
Epigenetic mod	0%	6%[20.6 µM]	.	-2%	.	2%	0%	6%
USP2a inh	5%	-14%[17.1 µM]	.	0%	.	-3%	-7%	-5%
CRE Fsk mod	-18%	-2%[17.1 µM]	-12%	-9%	7%	-1%	14%	?
Ub-GFP proteasome	7%	0%[20.5 µM]	.	1%	.	-3%	-3%	2%
BRCT PPI red	-0.1%	1.1%[34.4 µM]	-3.0%	-0.9%	.	-2.7%	-0.3%	0.6%

(17) Cc1cccc(NC2=NCCCS2)c1C
(18) CCOC(=O)c1cccc([P+](=O)O)c1
(19) COc1ccc(C2NCc3ccc4c(c3-n3cccc32)OCO4)cc1OC (centres undefined)
(20) CN(C)C1=C(C#N)C(c2ccccc2)=NP(N(C)C)(N(C)C)=N1
(21) Cc1ccc(N=Cc2c(O)n(C)c(=O)n(C)c2=O)nc1

Compound	17	18	19	20	21
Hsp90 Hop PPI	4%	-3%	-6%	-1%	-5%
Pol III holo inh	-3%	-2%	1%	-4%	3%
BRCT PPI green	-0.8%	-2.7%	0.8%	-1.4%	0.7%
HADH2 inh	-1%	-3%	6%	3%	?
HBB splice mod	.	1.4%	-2.1%	2.3%	4.3%
15-hLO inh	-5%	-3%	-1%	-2%	1%
Epigenetic mod	-2%	6%	3%	-1%	0%
USP2a inh	0%	-9%	-4%	-6%	3%
CRE Fsk mod	3%	-2%	4%	-11%	-16%
Ub-GFP proteasome	2%	2%	2%	-3%	25%
BRCT PPI red	0.6%	1.8%	0.2%	0.0%	-0.8%
